Screening data deposited in PubChem BioAssay by several laboratories.
HIV RNase H inh: HIV-1 RT RNase H inhibitors, primary screen, biochemical, fluorescence; Gag-Pol polyprotein (Human immunodeficiency virus type 1 group M subtype B (isolate …; RT-RNase H RNA/DNA duplex cleavage; inhibition, % at 10 µM; 1.9% of 65,000 active; AID 565, 2006; in the data active means inhibition above about 50%
RmlC RmlD mix: RmlC and RmlD coupled enzyme inhibitors, primary screen, biochemical, 384-well, compound mixtures, retest; RmlC/RmlD coupled enzyme inhibition, 384-well mixture HTS; inhibition, % at 5.5 µM; 0.39% of 110,000 active; in the data active means inhibition above about 30%, passing the limit was not always enough; further: strong numbers were not always called active
Active calls of the source: *; . = not tested or not shown.

SMILES	HIV RNase H inh	RmlC RmlD mix
COC(=O)c1[nH]c2ccc(Br)cc2c1NC(=O)CN1CCN(C2CCCCC2)CC1	-4	-30
O=C(CSc1oc(-c2cccs2)nc1S(=O)(=O)c1ccccc1)NC1CCCCC1	.	2
Oc1ccc(-c2n[nH]c(=S)n2Cc2ccccc2)cc1	43	-3
COc1cccc(C(=O)NCCn2ccc3ccccc32)c1	-1	-8
Clc1ccc(SCCCCn2ccnc2)cc1	-27	.
CCSc1nnc(NC(=O)CSc2nc3c(c(=O)n2CCOC)SC(C)C3)s1 (centres undefined)	-5	-3
COc1ccccc1N1CCN(C(CNS(=O)(=O)c2ccc(C)cc2)c2cccnc2)CC1 (centres undefined)	4	-7
COc1ccc(S(=O)(=O)Nc2nc(C(F)(F)F)cs2)cc1	-7	17
O=C(NC1CCCCC1)[C@@H]1CC=C[C@@H]2CCN(Cc3ccccc3)C(=O)[C@@H]21	.	-15
COc1n[nH]c2nncnc12	-1	-14
Cc1ccc(Nc2c3c(nc4ncnn24)CCC3)cc1	-17	-15
CC(C)C(NS(=O)(=O)c1ccc2c(c1)oc(=O)n2C)C(=O)N1CCN(Cc2ccccc2)CC1 (centres undefined)	-4	5
CN1CCN(C(=O)c2cc(-c3ccccc3)on2)CC1	-3	7
COC(=O)CSc1nc2cc(C)cc(C)c2cc1C#N	5	7
CCCC(=O)c1c(C)c2ccccc2n1C	-24	-13
COc1ccc(C(=O)n2nc(-c3ccc(Cl)cc3)nc2N)cc1OC	9	.
COc1ccccc1NC(=O)CSc1ncn[nH]1	-6	-13
Cc1cccc(C2CC(c3ccc(Br)cc3)Nc3nc(N)nn32)c1 (centres undefined)	0	8
CCCn1nc(C(=O)N2CC(=O)Nc3ccccc32)c2ccccc2c1=O	-31	37
CCOC(=O)[C@@H]1CCNC[C@@H]1c1ccccc1	-9	3
Cc1ccc(S(=O)(=O)N2CCC[C@H]2C(=O)OC(C)C(=O)Nc2ncc(Cl)cc2Cl)cc1 (some centres undefined)	.	3
C#CCOc1ccc(Br)cc1/C=N/O	.	-13
CCn1c(CNc2ccccc2Cl)nnc1SCC(=O)NCc1ccccc1	-7	-11
COC(=O)c1cc(S(=O)(=O)N2CCOCC2)ccc1Sc1ccccc1N	20	8
COc1ccccc1C1Nc2cccc3cccc(c23)N1	.	-1
Further structures:
SMILES	HIV RNase H inh	RmlC RmlD mix
CC(C)(C)NC(=O)Cn1c(SCC(=O)NC2CCCCC2)nc2ccccc21	8	5
COc1cc(NC(=O)C2CCN(S(=O)(=O)c3ccc(Cl)cc3)CC2)ccc1-n1cnnn1	5	-12
CCOc1ccc(OCC)c(Nc2cc(C)nc3ncnn23)c1	1	4
O=C(CSC1=NCCS1)Nc1nc(-c2ccccc2)cs1	-10	.
CCOc1cc2[nH]c(=S)n(CC3CCCN3CC)c(=O)c2cc1OCC (centres undefined)	-6	6
CC(C#CCN1CCCCC1)OCCOCc1ccccc1 (centres undefined)	.	-22
CCOc1ccc(NC(=O)CSc2nnc(Cc3cccn3C)n2-c2ccc(F)cc2)cc1	-31	-10
O=c1[nH]c(SCCOc2ccccc2)nc2ccccc12	-40	4
Cn1c(=O)c2c(nc(CN3CCOCC3)n2Cc2ccccc2)n(C)c1=O	3	.
CCC(C)(C(=O)NC1CCCC1)N(C(=O)c1ccccn1)c1ccccc1 (centres undefined)	-12	-3
CCn1c(=Nc2ccc(N3CCOCC3)cc2)ccc2ccccc21	7	-5
COc1ccc(-c2cc(N3CCCC3)n3ncnc3n2)cc1	-27	9
CS(=O)(=O)N1CCN(c2ccccc2NC(=O)c2cccs2)CC1	-4	.
CC(C)c1ccc(NC(=O)C2CCN(S(C)(=O)=O)CC2)cc1	-9	4
COc1ccc(NC(=O)c2cccs2)c([N+](=O)[O-])c1	.	-10
Cc1cc(OCCCCCNCCO)cc(C)c1Cl	-25	-6
COc1ccc(C(=O)N2CCN(C(C)=O)CC2)cc1S(=O)(=O)NCc1ccc(Cl)cc1	-8	-10
CCOC(=O)N1CCC(NC(=O)C2CCN(S(=O)(=O)N3CCCC3)CC2)CC1	-16	-2
Cc1noc(C)c1C(=O)NCc1cccs1	-11	-3
O=C(CN1C(=O)NC2(CCCC2)C1=O)Nc1ccc(F)c(F)c1F	.	-9
Cn1c(SCc2cc(=O)[nH]c3ccccc23)nnc1-c1ccc(Br)cc1	.	-13
Cn1c(=O)oc2cc(S(=O)(=O)N3CCC4(CC3)OCCO4)ccc21	-2	7
COc1ccc(-c2csc(Cc3nnc4n3CCCCC4)n2)cc1	-24	-4
CCN(CC)C(=O)CSc1nc(O)cc(=O)n1C	-8	8
CCOC(=O)C1CCN(C(=O)CCc2c(C)nc3c(-c4ccc(F)cc4)c(C)nn3c2C)CC1	.	4

Brought forward from above: 3 entries, followed by the next part.
SMILES	HIV RNase H inh	RmlC RmlD mix
COc1ccc(-c2csc(Cc3nnc4n3CCCCC4)n2)cc1	-24	-4
CCN(CC)C(=O)CSc1nc(O)cc(=O)n1C	-8	8
CCOC(=O)C1CCN(C(=O)CCc2c(C)nc3c(-c4ccc(F)cc4)c(C)nn3c2C)CC1	.	4
Cc1cccc(CSCCNC(=O)c2ccc(N(C)S(=O)(=O)c3ccccc3)cc2)c1	.	-12
Cc1ccc([N+](=O)[O-])cc1NC(=S)NC(=O)C(C)(C)C	.	-12
Nc1cc(-c2nc3ncccc3o2)ccc1Cl	.	44
CCc1ccc2oc(=O)cc(CN(C)Cc3ccccc3)c2c1	-22	-8
O=C(NCCc1cn2ccccc2n1)C1CCCCC1	-3	7
COc1ccc(S(=O)(=O)NCCSCc2cccc(C)c2)cc1Br	.	-11
COc1cc(OC)c(C(=O)COc2ncnc3ccccc23)c(OC)c1	-7	4
Cc1cc(C)nc(SCCn2c(N3CCCCC3)nc3c2c(=O)n(C)c(=O)n3C)n1	29	-14
CCOC(=O)N1CCC(NC(=O)c2ccc(CS(=O)(=O)c3c(Cl)cccc3Cl)o2)CC1	-2	-3
CC(C)Cn1c(CN2CCN(c3ccccc3F)CC2)nc2c1c(=O)[nH]c(=O)n2C	-5	-5
CCOC(=O)C[C@H]1c2ccccc2S(=O)(=O)N1C1CC1	.	-13
O=C(COC(=O)c1cnccn1)NCCc1ccccc1	.	-9
CN(C)C(=O)Cn1nc(-c2ccccc2)c2ccccc2c1=O	-4	-13
COc1ccc(N=CC2=C(Nc3ccc(OC)cc3)c3c(C)nn(-c4ccccn4)c3CC2)cc1	.	61*
COc1cc(NC(=O)Cc2ccccc2)cc(OC)c1	-15	-1
CC(C)n1nc(C(=O)OCC(=O)c2c[nH]c3ccccc23)c2ccccc2c1=O	.	3
N#Cc1c(-c2ccc3c(c2)OCO3)csc1N	-1	-15
Cc1ccc(C)c2c1[nH]c1ccc([N+](=O)[O-])cc12	.	-12
Cc1c(NC(=O)CCc2ccc(S(=O)(=O)N3CCOCC3)cc2)c(=O)n(-c2ccccc2)n1C	2	.
O=C(Cc1ccccc1)NCc1nc2ccccc2[nH]1	3	3
O=c1[nH]cnc2scc(-c3cccs3)c12	-6	-13
Cc1nc(NC2=NCN(C3CCCCC3C)CN2)nc2ccccc12 (centres undefined)	7	-8
COC(=O)C1=CNC=C(C(=O)OC)C1c1cccc(OC)c1	-10	50*
CCOc1ccc(S(=O)(=O)N2CCc3ccccc3C2)cc1	-8	4
CCOC(=O)c1oc2ccc(S(=O)(=O)Nc3ccc4c(c3)n(C)c(=O)n4C)cc2c1C	-5	12

The closing 7 compounds of the part above lead into the next.
SMILES	HIV RNase H inh	RmlC RmlD mix
Cc1c(NC(=O)CCc2ccc(S(=O)(=O)N3CCOCC3)cc2)c(=O)n(-c2ccccc2)n1C	2	.
O=C(Cc1ccccc1)NCc1nc2ccccc2[nH]1	3	3
O=c1[nH]cnc2scc(-c3cccs3)c12	-6	-13
Cc1nc(NC2=NCN(C3CCCCC3C)CN2)nc2ccccc12 (centres undefined)	7	-8
COC(=O)C1=CNC=C(C(=O)OC)C1c1cccc(OC)c1	-10	50*
CCOc1ccc(S(=O)(=O)N2CCc3ccccc3C2)cc1	-8	4
CCOC(=O)c1oc2ccc(S(=O)(=O)Nc3ccc4c(c3)n(C)c(=O)n4C)cc2c1C	-5	12
Cc1ccc(-n2nc(C)c3c2OC(N)=C(C#N)C3c2ccccc2F)cc1 (centres undefined)	21	7
Cc1cc(C)n(S(=O)(=O)c2ccc(C(C)(C)C)cc2)n1	-52	-5
COc1ccc([N+](=O)[O-])cc1N(CC(O)Cn1nnc2ccccc21)S(=O)(=O)c1ccc(C)cc1 (centres undefined)	.	2
COc1ccccc1-c1ccc(NC2CCCCC2)nn1	15	10
Cc1cccc(NC(=O)CN2C(=O)NC(C)(c3ccc4c(c3)OCO4)C2=O)c1 (centres undefined)	.	2
O=C(c1cccc(N2CCCC2=O)c1)N1CCN(c2ccccc2)CC1	-5	9
Cc1ccc(Cl)cc1N1CCN(S(=O)(=O)c2cnc[nH]2)CC1	-11	10
CCN(C(=O)c1cnc2scc(C)n2c1=O)c1ccccc1C	-7	-5
CCCn1c(CC)nc([N+](=O)[O-])c1S(=O)(=O)c1ccccc1	.	-14
CC(=O)Nc1ccc(S(=O)(=O)NCCNC(=O)c2ccccc2F)cc1	3	9
CCc1cccc(C)c1NC(=S)NCCc1c(C)[nH]c2ccc(C)cc12	.	-11
CC1CCN(C(c2cccs2)c2nnnn2Cc2ccccc2)CC1 (centres undefined)	.	7
N#CCCCn1c(-c2ccccc2)noc1=O	-13	-7
CCOC(=O)c1[nH]c2ccc(F)cc2c1NC(=O)CN1CCN(C/C=C/c2ccccc2)CC1	5	.
Cc1cc(=O)oc2cc(OC(C)C(=O)Nc3nccs3)ccc12 (centres undefined)	5	-9
Cc1nc(Sc2nnnn2C)c2c3c(sc2n1)CCC3	-52	-7
O=C(Nc1ccccc1)C1=C[C@H](c2ccc(Br)cc2)C[C@H](OCc2ccc(CO)cc2)O1	.	9
Cc1oc(-c2ccccc2Cl)cc1-c1nn2c(-c3ccco3)nnc2s1	-12	.
O=C(Nc1cc(Cl)ccc1O)c1snnc1-c1ccccc1	.	4
CCOC(=O)c1cc(NC(=O)c2ccccc2)c(=O)oc1-c1ccccc1	.	3
CCOc1ccc(NC(=O)N(C2CCCCCC2)C2CCN(C(C)=O)CC2)cc1	1	7
O=C(NC(C(=O)c1ccccc1)N1CCOCC1)c1ccccc1 (centres undefined)	2	3
O=C(CC1(O)C(=O)Nc2ccccc21)c1ccccc1O (centres undefined)	.	7
CC(Sc1ccccc1)C(=O)Nc1cccc(N(C)S(C)(=O)=O)c1 (centres undefined)	-4	3
CCO[C@@H]1OC(C(=O)N2CCOCC2)=C[C@H](C)[C@H]1CCCO	.	-10
The list continues.
SMILES	HIV RNase H inh	RmlC RmlD mix
c1ccc(Oc2cnc3ccccc3n2)cc1	.	-7
Cc1cc(C)nc(N2CCC(C(=O)N3CCN(c4cc(Cl)ccc4C)CC3)CC2)n1	2	13
COc1ccc(-c2nc(C#N)c(N3CCCCCC3)o2)cc1	-40	-30
Cc1cccc(OCc2nnc(N)s2)c1	-38	9
COc1cc(C(=O)NCc2cccc3ccccc23)ccc1OCc1ccccc1	.	-8
CCOc1ccc(N2C(=O)CC(n3ccc(C)n3)C2=O)cc1 (centres undefined)	.	-14
COc1cc(C(=O)N2CCN(C/C=C/c3ccccc3)CC2)cc(OC)c1C	.	-17
O=C1c2ccccc2C(=O)N1CCCP(=O)(O)CCc1ccccc1	2	-4
O=C(CCc1ccccc1)NCc1ccccn1	-7	2
CCOC(=O)c1cnc(-n2nc(C)cc2C)nc1Nc1cccc(C(=O)O)c1	-5	-8
COc1ccccc1-n1c(CNC(=O)c2ccco2)nnc1SCC(=O)Nc1cc(C)ccc1C	-4	.
C[C@@H](C(=O)Nc1ccc2ccccc2c1)[C@@H]1C[C@@]1(C)[C@@H](NC(=O)c1ccccc1)c1ccccc1	.	11
O=C(c1ccccc1)N1CCC(c2nc3c(nnn3Cc3ccccc3Cl)c(=O)[nH]2)CC1	.	-58
O=C(Nc1ccnc(-c2cccnc2)n1)c1ccccc1Cl	.	-16
Cc1ccc(Cn2nnc3c(=O)n(Cc4cccc(C)c4)cnc32)cc1	-31	-2
Cc1ccc(C)c(NC(NC(=O)c2cccnc2)C(Cl)(Cl)Cl)c1 (centres undefined)	.	-149
O=C1CCCC2=C1C(c1ccncc1)Nc1ccccc1N2 (centres undefined)	.	-5
CCOc1ccccc1NS(=O)(=O)c1cccc2nsnc12	.	9
O=C(Nc1ccccc1)N1CCC(C(=O)N2CCN(S(=O)(=O)c3cccc(F)c3)CC2)CC1	0	5
Cc1c(Cc2c(Cl)cccc2Cl)c(=O)ccn1C(C)c1ccccc1 (centres undefined)	.	-6
CC(=O)OCc1c(F)c(F)c(-n2nc(C)cc2C)c(F)c1F	3	3

Three entries already listed, ordered by count of non-hydrogen atoms, smallest number first:
SMILES	HIV RNase H inh	RmlC RmlD mix
COc1ccc(-c2nc(C#N)c(N3CCCCCC3)o2)cc1	-40	-30
CCOC(=O)c1cnc(-n2nc(C)cc2C)nc1Nc1cccc(C(=O)O)c1	-5	-8
O=C(c1ccccc1)N1CCC(c2nc3c(nnn3Cc3ccccc3Cl)c(=O)[nH]2)CC1	.	-58

Not all compounds are listed; count on the stated rates, not on these rows.
